Assay outcomes from PubChem.
Dynein cargo inh: inhibitors of GR-EGFP nuclear translocation, primary screen, dynein cargo transport inhibitor project, imaging, high-content, 3617.4 mouse cells; AID 1381, 2008; 0.47% of 220,000 active; test concentration mostly 20 µM; stimulated with dexamethasone, 1 µM; hits give low values; z-score, hits read low;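 active = plate z-score of nuclear minus cytoplasmic receptor signal below a set negative limit, without overly bright fluorescence or cell loss, cut at about -3.5 in these data, passing the limit was not always enough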;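 also: z-score of nuclear minus cytoplasmic ring GR-EGFP intensity difference per well; some compounds called inactive have numbers as strong as hits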
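Buffer or medium: tet-free medium with charcoal-stripped serum / Also added: dexamethasone agonist, 1.0 µM final, for 30 min / Timing: induction 48 h, compound 1 h, agonist 30 min / Measured by: high-content fluorescence imaging after fixation / Read-out: nuclear-to-cytoplasmic GR-EGFP distribution per well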
T cell HTS: modulators of CD8 T cell-vesicle binding, primary screen, mouse 2C CD8+ T cells, flow cytometry. 2C CD8+ T cell-vesicle binding; hits give low values. calls only at 7 µM. 0.068% of 330,000 active. AID 2052, 2009;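 active = response, share of CD8 T cells binding vesicles, and their 90th percentile fluorescence all below set limits, cut at about 80% in these data, passing the limit was not always enough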
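incubation = binding step 1.5 h, 37 °C, antibody labelling 20 min, ice | test system = 2C mouse CD8+ T cells | read-out basis = percent CD8+ FL2 mean versus row control | controls = Peptide-free naked vesicles (low) and QL9 vesicles with 0.7% DMSO vehicle (high) | detection = flow cytometry of vesicle-bound cells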
PMI inhibitors: inhibitors of human PMI, primary screen, biochemical, fluorescence intensity, coupled assay (AID 1209); purified PMI enzyme, coupled fluorescence intensity; higher % means a stronger effect; one-dose inhibition, % at 20 µM; IC50 in µM for titrated hits; 0.42% of 190,000 active; in the data active = inhibition above about 50%;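 also: plate controls were DMSO vehicle for no effect and wells lacking substrate for full effect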
Insulin prom up: insulin promoter activators in MIN6 cells, imaging, high-content screening, mouse beta cells. 0.3% of 190,000 active. AID 1625, 2009. MIN6 insulin promoter-GFP reporter; hits give high values. z-score at 5 µM;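 active = z-score above 3 at 5 µM with at least 500 cells counted in the well; inconclusive = wells under 500 cells, flagged as cytotoxic or low count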
MT stabilizer: microtubule stabilizers in HeLa cells, primary screen, imaging, high-content imaging; % tubulin-high responders, % at 10 µM; 0.83% of 200,000 active; HeLa tubulin immunostaining HCS, 24 h; share of cells brighter than vehicle mean+2SD;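 active = plate Z-score above 3 for both tubulin-high and condensed-nucleus cell shares, with cell loss under 80%, at 10 µM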;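 also: anti alpha tubulin signal scored within the nucleus-defined area of each cell; some results filed as inactive read as strong as hits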
TNAP activation fold: human TNAP enzyme activators, primary screen, biochemical, luminescent, no phosphate acceptor, uHTS (AID 1001) | 0.03% of 200,000 active | activation fold at 20 µM, or EC50 in µM where a hit was titrated | purified TNAP, luminescent activation assay, no phosphate acceptor; higher activation fold means a stronger effect | Alkaline phosphatase, tissue-nonspecific isozyme (Homo sapiens); in the data active = activation fold from about 3, or a potency from the dose series; inactive = the rest, 99 in 100 with activation fold below about 1.6; also: many of its hits are not listed in these tables
bCat nuc transl: modulators of beta-catenin nuclear translocation, primary screen, imaging, HeLa cells, immunofluorescence, high-content; nuclear translocation activity, % at 5 µM; 0.3% of 190,000 active; AID 1665, 2009;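 active = nuclear translocation activity above 50% at 5 µM, with a well cell count of 50 or more; inconclusive = wells under 50 cells across six images, flagged as toxic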;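 also: per-cell ratio of nuclear to cytoplasmic median beta-catenin stain intensity; plate controls were DMSO negative control for no effect and GSK-3 inhibitor IX positive control for full effect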
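assay system = human HeLa cells, endogenous beta-catenin | times = compound treatment 24 h, 37°C, 5% CO2 | detection = Anti-beta-catenin immunofluorescence on PFA-fixed, Triton-permeabilized cells, DAPI nuclei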
Myeloid diff 2: induction of myeloid progenitor differentiation, primary screen, cell-based, flow cytometry, MLPCN library; ER-HoxA9 myeloid progenitors, lysozyme-GFP differentiation; calls only at 10 µM; AID 624256, 2012; 1% of 360,000 active;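 active = normalized GFP-positive differentiation at or above the plate's own cutoff, the solvent-only control mean plus 3 SD; inconclusive = no clear call, values can overlap the other calls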;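 also: cells exposed to compound for four days before flow analysis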
Hep lipid drop: inhibitors of hepatocyte lipid droplet formation, primary screen, imaging, high-throughput imaging, BODIPY stain | AML12 mouse hepatocytes, oleate lipid droplets | AID 1656, 2009 | 0.4% of 240,000 active | inhibition, % at 6.5 µM;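 active = lipid droplet intensity inhibited by at least 50%, with more than 500 cells counted; inconclusive = wells with under 300 cells, treated as cytotoxic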
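Material – AML12 mouse liver cells · Also added – oleate loading, 100 µM · Compound dosing – 6.5 µM single-point dosing · Times – overnight treatment with compound plus oleate · Measured by – fluorescence imaging, 20x objective, two fields per well · Read-out – percent inhibition of filter-corrected integrated lipid droplet intensity per well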
Dynein cargo inh cytoplasmic EGFP: second read-out of Dynein cargo inh, no call of its own (marks repeat the call); z-score; measured here: cytoplasmic GR-EGFP intensity; hits give high values
Dynein cargo inh nuclear GR-EGFP: recorded beside Dynein cargo inh, whose call it bears; z-score; measured here: nuclear GR-EGFP intensity;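 lower value marks the stronger effect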
Dynein cargo inh cell count: second read-out of Dynein cargo inh, no call of its own (marks repeat the call); z-score; measured here: cell count per field
Insulin prom up cell count: also measured in Insulin prom up; calls as there; cell count; measured here: cytotoxicity, nuclei count;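 total cells summed across four imaged fields per well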
Hep lipid drop cells 6.5 µM: second read-out of Hep lipid drop, no call of its own (marks repeat the call); cell count; measured here: cell count, cytotoxicity flag;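 cells counted across two imaged fields per well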
bCat nuc transl cell count 5 µM: recorded beside bCat nuc transl, whose call it bears; cell count; measured here: cell count, cytotoxicity flag
T cell HTS vesicle-bound %: further read-out of T cell HTS, marked with its call; double positive events, %; measured here: CD8+ vesicle-bound cell fraction;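 binding gate set so that unloaded-vesicle control wells show 10% double positive cells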
MT stabilizer Hoechst-high %: further read-out of MT stabilizer, marked with its call; % Hoechst-high responders; measured here: nuclear condensation Hoechst responders;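 share of cells brighter than vehicle mean plus two SD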
MT stabilizer cytotoxicity %: also measured in MT stabilizer; calls as there; toxicity, %; measured here: cytotoxicity by cell density;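 0% = mean cell density of plate MIN control wells and 100% = no cells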
Myeloid diff 2 GFP+ MAC1+ %: recorded beside Myeloid diff 2, whose call it bears; GFP+ MAC1+ double positive, %; measured here: differentiation confirmed by MAC1 staining
* = called active by the depositor; i = inactive; ? = inconclusive; / = not tested or not shown.

SMILES | Dynein cargo inh | Dynein cargo inh cytoplasmic EGFP | Dynein cargo inh nuclear GR-EGFP | Dynein cargo inh cell count | T cell HTS | T cell HTS vesicle-bound % | PMI inhibitors | Insulin prom up | Insulin prom up cell count | MT stabilizer | MT stabilizer Hoechst-high % | MT stabilizer cytotoxicity % | TNAP activation fold | bCat nuc transl | bCat nuc transl cell count 5 µM | Myeloid diff 2 | Myeloid diff 2 GFP+ MAC1+ % | Hep lipid drop | Hep lipid drop cells 6.5 µM
O=C(CSc1ncccn1)N1CCC(Cc2ccccc2)CC1 | 0.78 | -0.23 | 0.86 | -0.34 | i | 53 | 3% | -0.82 | 1183 | 6.7 | 1.9 | 5.2 | 1.2 | -2.0 | 1128 | i | 0.3 | 9 | 688
CCCOc1ccc(C(=O)NCC(C)(C)N2CCOCC2)cc1 | -1.4 | -0.19 | -0.76 | 0.62 | i | 44 | -3% | -0.45 | 1199 | 3.5 | 2.4 | 5.2 | 1.1 | -0.7 | 1002 | i | 0.4 | -3 | 612
COc1ccccc1-n1nnnc1SCC(=O)Nc1ccccn1 | 1.2 | 0.11 | 1 | -0.37 | i | 21 | -15% | 1.1 | 879 | 1.0 | 1.2 | 11 | 1.2 | / | / | i | 1.3 | -22 | 757
CC(=O)Nc1ccc(Nc2ccc3nonc3c2[N+](=O)[O-])cc1 | 1.7 | -0.09 | 0.44 | -0.43 | i | 55 | -4% | 0.82 | 1188 | 2.4 | 1.9 | 5.7 | 0.8 | -0.3 | 1067 | i | 0.6 | -16 | 717
COc1cc2c(cc1OC)CN(C(=O)CCCN1C(=O)c3ccccc3C1=O)CC2 | -0.28 | -0.22 | 0.17 | -0.39 | i | 45 | -25% | 0.57 | 1358 | 5.2 | 3.1 | 5.9 | 1.2 | -1.8 | 1007 | i | 3.2 | / | /
CCCCOc1ccc(-c2ncc([N+](=O)[O-])cn2)cc1 | 0.57 | -0.18 | 0.36 | -0.35 | i | 42 | / | 0.06 | 1077 | / | / | / | / | -0.4 | 1310 | i | 0.8 | 51* | 741*
COCCNc1c(-c2ccc(O)cc2)nc2ccc(Cl)cn12 | -0.74 | 2.2 | 0.25 | -4.2 | i | 43 | -15% | 0.09 | 1231 | 3.5 | 2.4 | 5.0 | 1 | -0.5 | 1223 | ? | / | 0 | 770
CCOC(=O)N1CCC(N2Cc3cccc(C(=O)Nc4ccc(OC)c(OC)c4)c3C2=O)CC1 | -0.34 | -0.14 | -0.12 | -0.09 | i | 45 | 0% | -0.38 | 1015 | 2.9 | 3.2 | 3.3 | 1.1 | / | / | i | 2.2 | / | /
COc1ccc(CCNC(=S)Nc2cccc(C)c2)cc1 | -0.36 | 0.039 | -0.029 | 0.14 | i | 26 | 7% | -0.6 | 881 | 1.4 | 1.7 | 4.0 | 1 | -5.9 | 1256 | i | 0.8 | -1 | 792
COc1ccc2cc(CCC(C)=O)ccc2c1 | / | / | / | / | i | 64 | 7% | 0.64 | 1401 | / | / | / | 1.1 | -2.2 | 1131 | i | 1.3 | -2 | 686
COc1ccccc1-[n+]1c(C)cc(/C=C2\Sc3ccccc3N2C)cc1C | -5 | 39 | 0.94 | -0.52 | i | 56 | / | ? | / | / | / | / | / | 14 | 972 | / | / | -59 | 622
COCCn1c(=NC(=O)CSCC(=O)Nc2cc(C)on2)sc2cc(C(=O)OC)ccc21 | -0.16 | -0.18 | 0.84 | -0.46 | i | 61 | -1% | -0.19 | 1252 | 3.7 | 3.3 | 0.6 | 1.1 | -2.8 | 590 | i | 0.7 | 7 | 759
COc1cc(NC(=O)c2ccc(OC)c([N+](=O)[O-])c2)ccc1NC(=O)c1ccco1 | 1.4 | -0.21 | 1.2 | -0.59 | / | / | / | 0.08 | 988 | / | / | / | / | -0.2 | 1420 | i | 0.6 | 10 | 766
Nn1c(-c2ccc(O)cc2)nnc1-c1ccc(O)cc1 | 0.41 | -0.15 | 0.85 | -0.54 | i | 55 | / | -0.22 | 1039 | / | / | / | / | -1.8 | 1291 | i | 0.9 | -3 | 685
CC(=O)c1cccc(NC(=O)c2cc3ccccn3n2)c1 | 0.37 | -0.026 | 0.31 | -0.16 | i | 30 | -4% | -1 | 984 | 3.8 | 2.4 | 5.2 | 1 | / | / | i | 1.8 | / | /
O=C(Nc1ccc(Cl)cc1)[C@@H]1[C@@H]2C(=O)N(c3cccc(F)c3)C(=O)[C@@H]2[C@H]2C=CC=NN21 | -1.8 | -0.068 | -1.1 | 0.99 | i | 40 | / | -0.3 | 1339 | / | / | / | / | -1.6 | 1231 | i | 0.8 | 2 | 679
O=C(CN1CCNC(=O)C1)NCCc1ccc(Cl)cc1Cl | -0.27 | -0.12 | 0.039 | 0.32 | i | 49 | -6% | -0.65 | 1306 | 2.5 | 2.1 | 4.9 | 1.2 | -1.2 | 1082 | i | 0.4 | 9 | 714
COc1ccccc1C(=O)NNC(=O)c1cccc(Cl)c1 | -0.77 | -0.31 | -0.16 | 0.54 | i | 66 | / | 1.2 | 1537 | 2.6 | 1.8 | 3.9 | 1.2 | -1.3 | 1509 | i | 0.2 | 16 | 701
CSc1nc2sc3c(c2c(=O)[nH]1)CCc1ccccc1-3 | -0.62 | -0.24 | -0.33 | 0.91 | i | 42 | -2% | 0.17 | 1596 | 3.3 | 1.7 | 0.1 | 1 | -4.3 | 1047 | i | 0.2 | 2 | 700
CCCC(=O)C1=C(O)C(C(=O)OC)C(C)(C)CC1=Nc1ccncc1 (stereo not drawn) | 0.086 | -0.26 | 0.69 | 0.52 | i | 19 | 1% | 1.1 | 1185 | 2.4 | 2.0 | 3.7 | 1.1 | -2.4 | 584 | i | 0.5 | / | /

Next section (2 carried over from the part before).
SMILES | Dynein cargo inh | Dynein cargo inh cytoplasmic EGFP | Dynein cargo inh nuclear GR-EGFP | Dynein cargo inh cell count | T cell HTS | T cell HTS vesicle-bound % | PMI inhibitors | Insulin prom up | Insulin prom up cell count | MT stabilizer | MT stabilizer Hoechst-high % | MT stabilizer cytotoxicity % | TNAP activation fold | bCat nuc transl | bCat nuc transl cell count 5 µM | Myeloid diff 2 | Myeloid diff 2 GFP+ MAC1+ % | Hep lipid drop | Hep lipid drop cells 6.5 µM
CSc1nc2sc3c(c2c(=O)[nH]1)CCc1ccccc1-3 | -0.62 | -0.24 | -0.33 | 0.91 | i | 42 | -2% | 0.17 | 1596 | 3.3 | 1.7 | 0.1 | 1 | -4.3 | 1047 | i | 0.2 | 2 | 700
CCCC(=O)C1=C(O)C(C(=O)OC)C(C)(C)CC1=Nc1ccncc1 (stereo not drawn) | 0.086 | -0.26 | 0.69 | 0.52 | i | 19 | 1% | 1.1 | 1185 | 2.4 | 2.0 | 3.7 | 1.1 | -2.4 | 584 | i | 0.5 | / | /
CC(C(=O)Nc1ccccc1C(=O)N1CCOCC1)N(c1ccccc1)S(C)(=O)=O (stereo not drawn) | 0.26 | -0.2 | 0.47 | -1.1 | i | 24 | -6% | / | / | 3.1 | 1.8 | 6.0 | 1.1 | -0.8 | 1120 | i | 1.0 | -4 | 716
O=C(NCc1ccc(C(F)(F)F)cc1)C1CC(c2c(Cl)cccc2Cl)=NO1 (stereo not drawn) | -0.82 | -0.22 | -0.11 | 0.7 | i | 42 | 12% | -0.04 | 1421 | 2.8 | 2.0 | 11 | 1 | -1.5 | 873 | i | 1.5 | / | /
Cc1nc2ccc(NC(=O)c3ccc(Cl)c([N+](=O)[O-])c3)cc2s1 | 0.27 | -0.24 | -0.022 | -0.56 | i | 19 | -2% | -0.24 | 1559 | 3.8 | 2.1 | 4.6 | 1 | 1.0 | 1129 | i | 0.2 | -16 | 597
COc1ccc(S(=O)(=O)NNC(=O)c2csc(-n3nc(C)cc3C(F)(F)F)n2)cc1 | -0.17 | -0.056 | 0.22 | 0.22 | i | 27 | -4% | 0.87 | 765 | 1.1 | 1.1 | 4.9 | 1.1 | -1.7 | 1006 | i | 1.1 | 15 | 841
Cc1cccc(N2CCN(C(=O)N3CCOCC3)CC2)c1C | 0.22 | -0.22 | 0.31 | -0.72 | i | 65 | -1% | 0.82 | 1557 | 36* | 39* | 58* | 1 | 30 | 632 | i | 0.0 | -6 | 660
Cn1nnc(NC(=O)c2ccc(C(C)(C)C)cc2)n1 | -0.093 | -0.19 | 0.28 | 0.19 | i | 23 | 2% | 0.14 | 1543 | 6.1 | 2.2 | 2.9 | 1 | -0.6 | 1428 | i | 0.3 | / | /
CN(C)C(=O)c1cc(C(=O)c2ccccc2C(F)(F)F)c[nH]1 | 1.1 | -0.046 | 0.2 | 0.52 | i | 49 | -14% | -1.1 | 1229 | 1.7 | 1.1 | 5.3 | 1.1 | 1.1 | 1091 | i | 0.7 | / | /
COc1cc(C(CC(=O)N2CCCC2)c2c(OC)cc(OC)c3ccc(=O)oc23)cc(OC)c1OC (stereo not drawn) | -0.74 | -0.79 | -0.3 | 0.44 | i | 44 | / | / | / | / | / | / | / | 2.5 | 1053 | i | 1.3 | -9 | 702
